Screening results from PubChem BioAssay.
Dynein cargo inh = inhibitors of GR-EGFP nuclear translocation, primary screen, dynein cargo transport inhibitor project, imaging, high-content, 3617.4 mouse cells; test concentration mostly 20 µM; stimulated with dexamethasone, 1 µM; active compounds read low; z-score, hits read low; actives 0.47% (n = 220,000);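 active means plate z-score of nuclear minus cytoplasmic receptor signal below a set negative limit, without overly bright fluorescence or cell loss, cut at about -3.5 in these data, passing the limit was not always enough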;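 further: z-score of nuclear minus cytoplasmic ring GR-EGFP intensity difference per well; some compounds called inactive have numbers as strong as hits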
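Buffer or medium: tetracycline-free induction medium containing charcoal-stripped FBS / Reagent: dexamethasone agonist, 1.0 µM final, for 30 min / Technique: automated 10x imaging of fixed Hoechst-stained cells / Times: induction 48 h, compound 1 h, agonist 30 min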
M17LAP inhibition = P. falciparum M17LAP inhibitors, primary screen, biochemical, fluorogenic H-Leu-NHMec substrate, 1536-well (AID 1619). Leucine aminopeptidase (Plasmodium falciparum (isolate 3D7)). actives 0.38% (n = 220,000). one-dose inhibition, % at 30 µM; IC50 in µM for titrated hits. recombinant M17LAP, H-Leu-NHMec fluorogenic kinetic assay; higher % means a stronger effect;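 active means compound inhibiting the enzyme by more than half at any dose during confirmatory dose-response retesting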;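 further: plate controls were full reaction with DMSO carrier for no effect and no enzyme background for full effect; strong numbers were not always called active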
ER stress rescue = rescue of cells from ER stress-induced death, primary screen, 384-well, CSM14.1, thapsigargin, ATP luminescence (AID 1222); CSM14.1 thapsigargin-induced death rescue, ATP luminescence; higher % means a stronger effect; one-dose cellular ATP content (survival), % at 20 µM; EC50 in µM for titrated hits; 190,000 tested, under 10 active;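 active means EC50 below 50 µM in the dose-response confirmation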;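 further: death triggered by thapsigargin at about 15 µM added after 2 h compound pretreatment; cell ATP read after overnight thapsigargin exposure of roughly 18 to 22 hours; normalized against plate controls of thapsigargin alone and 5% DMSO vehicle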
Yfh1-depleted yeast = enhancers of respiration in Yfh1-depleted yeast, dose response, Friedreich's ataxia, plus single-dose screen (AID 1465); S. cerevisiae Yfh1-off respiration, WST-1 reduction, 72 h; higher fold induction means a stronger effect; fold induction at 50 µM; hits with a dose series show EC50 in µM; actives 0.074% (n = 220,000);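 active means fold induction of absorbance versus untreated yeast above a set limit, then at least 30% activation at any dose in follow-up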;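 further: activators that raise dye reduction in frataxin-depleted yeast; strong numbers were not always called active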
Lipid droplet = inhibitors of hepatocyte lipid droplet formation, primary screen, imaging, high-throughput imaging, BODIPY stain; actives 0.4% (n = 240,000); AID 1656, 2009; inhibition, % at 6.5 µM; AML12 mouse hepatocytes, oleate lipid droplets;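 active means lipid droplet intensity inhibited by at least 50%, with more than 500 cells counted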
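Technique: fluorescence imaging, 20x objective, two fields per well / Assay system: AML12 hepatocytes (mouse) / Measure: % inhibition of lipid droplet signal / Doses: 6.5 µM single-point dosing / Incubation: overnight exposure / Reagent: 100 µM oleic acid challenge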
P. falciparum M1AAP = P. falciparum M1AAP inhibitors, biochemical, fluorogenic H-Leu-NHMec substrate, 1536-well (AID 1445); actives 0.42% (n = 220,000); one-dose inhibition, % at 30 µM; IC50 in µM for titrated hits; Aminopeptidase N (Plasmodium falciparum (isolate 3D7)); recombinant M1AAP, H-Leu-NHMec fluorogenic kinetic assay; higher % means a stronger effect;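 active means primary inhibition above the hit cutoff, then over 50% inhibition at one or more dose response concentrations, cut at about 23% in these data, passing the limit was not always enough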;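 further: plate controls were DMSO full reaction for no effect and no enzyme background for full effect; strong numbers were not always called active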
Ins promoter up = insulin promoter activators in MIN6 cells, imaging, high-content screening, mouse beta cells. MIN6 insulin promoter-GFP reporter; active compounds read high. z-score at 5 µM. actives 0.3% (n = 190,000). AID 1625, 2009;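 active means z-score above 3 at 5 µM with at least 500 cells counted in the well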
Autophagy HCS = autophagy modulators in MEF cells, primary screen, imaging, high-content, MEF GFP-LC3 | MEF GFP-LC3 puncta imaging; test concentration mostly 10 µM | calls only at 10 µM (by protocol) | actives 0.98% (n = 190,000);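 active means percentage of spot-positive cells more than 3 SD above its plate mean, without a fluorescence outlier flag or 80% toxicity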;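 further: spot-positive cell cutoff set from DMSO-treated cells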
MT stabilizer = microtubule stabilizers in HeLa cells, primary screen, imaging, high-content imaging; AID 2205, 2009; actives 0.83% (n = 200,000); HeLa tubulin immunostaining HCS, 24 h; share of cells brighter than vehicle mean+2SD; % tubulin-high responders, % at 10 µM;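 active means plate Z-score above 3 for both tubulin-high and condensed-nucleus cell shares, with cell loss under 80%, at 10 µM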;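 further: anti alpha tubulin signal scored within the nucleus-defined area of each cell; some results filed as inactive read as strong as hits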
Dynein cargo inh cytoplasmic EGFP = also measured in Dynein cargo inh; calls as there; z-score; measured here: cytoplasmic GR-EGFP intensity; active compounds read high
Dynein cargo inh nuclear GR-EGFP = second read-out of Dynein cargo inh, no call of its own (marks repeat the call); z-score; measured here: nuclear GR-EGFP intensity;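 lower value marks the stronger effect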
Dynein cargo inh cell count = further read-out of Dynein cargo inh, marked with its call; z-score; measured here: cell count per field
Ins promoter up cell count = second read-out of Ins promoter up, no call of its own (marks repeat the call); cell count; measured here: cytotoxicity, nuclei count;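 total cells summed across four imaged fields per well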
Lipid droplet cells 6.5 µM = also measured in Lipid droplet; calls as there; cell count; measured here: cell count, cytotoxicity flag;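 cells counted across two imaged fields per well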
MT stabilizer Hoechst-high % = second read-out of MT stabilizer, no call of its own (marks repeat the call); % Hoechst-high responders; measured here: nuclear condensation Hoechst responders;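 share of cells brighter than vehicle mean plus two SD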
MT stabilizer cytotoxicity % = further read-out of MT stabilizer, marked with its call; toxicity, %; measured here: cytotoxicity by cell density;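 0% = mean cell density of plate MIN control wells and 100% = no cells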
Autophagy HCS cell loss 18 h = second read-out of Autophagy HCS, no call of its own (marks repeat the call); toxicity, %; measured here: cell loss, nuclei count;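 cell loss after 18 h compound exposure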
* = called active by the depositor. Rows are unselected; overall some 3.5% were active at least once.

For CC(C)CC(NC(=O)C(CC(C)C)NC(=O)OC(C)(C)C)C(=O)O (centres undefined) the results were Dynein cargo inh 0.3, M17LAP inhibition 2%, ER stress rescue -0.9%, Yfh1-depleted yeast inactive, Lipid droplet -11, P. falciparum M1AAP -5%, Ins promoter up 1.1, Autophagy HCS inactive, MT stabilizer 2.9, Dynein cargo inh cytoplasmic EGFP -0.24, Dynein cargo inh nuclear GR-EGFP 0.46, Dynein cargo inh cell count -0.047, Ins promoter up cell count 2078, Lipid droplet cells 6.5 µM 605, MT stabilizer Hoechst-high % 2.6, MT stabilizer cytotoxicity % 0.7 and Autophagy HCS cell loss 18 h 9.
Screening O=C(NCc1ccc(N2CCCC2=O)cc1)c1ccc(F)cc1 returned Dynein cargo inh 0.55, M17LAP inhibition 6%, ER stress rescue 1.1%, Yfh1-depleted yeast inactive, Lipid droplet 11, P. falciparum M1AAP 4%, Ins promoter up -0.37, Autophagy HCS inactive, MT stabilizer 9.4*, Dynein cargo inh cytoplasmic EGFP -0.31, Dynein cargo inh nuclear GR-EGFP 1, Dynein cargo inh cell count -0.54, Ins promoter up cell count 1645, Lipid droplet cells 6.5 µM 662, MT stabilizer Hoechst-high % 6.1*, MT stabilizer cytotoxicity % 3.1* and Autophagy HCS cell loss 18 h 17.
Screening CCCOc1ccc2oc(=O)c3c(c2c1)CCCN3C(=O)CN1CCc2ccccc2C1 returned Dynein cargo inh -0.18, M17LAP inhibition 8%, ER stress rescue -0.1%, Yfh1-depleted yeast inactive, P. falciparum M1AAP 4%, Autophagy HCS inactive, MT stabilizer 19, Dynein cargo inh cytoplasmic EGFP -0.28, Dynein cargo inh nuclear GR-EGFP 0.24, Dynein cargo inh cell count 0.66, MT stabilizer Hoechst-high % 7.7, MT stabilizer cytotoxicity % 21 and Autophagy HCS cell loss 18 h -3.
Cc1n[nH]c(=S)n1/N=C/c1ccccc1OCc1ccc(Cl)cc1 was read as Dynein cargo inh 0.26, M17LAP inhibition 3%, ER stress rescue 1.0%, Yfh1-depleted yeast inactive, P. falciparum M1AAP 8%, Ins promoter up -0.38, Autophagy HCS inactive, MT stabilizer 1.4, Dynein cargo inh cytoplasmic EGFP -0.19, Dynein cargo inh nuclear GR-EGFP -0.056, Dynein cargo inh cell count 0.066, Ins promoter up cell count 1502, MT stabilizer Hoechst-high % 1.4, MT stabilizer cytotoxicity % 3.9 and Autophagy HCS cell loss 18 h 2.
C/C(=N/N1CCN(c2ccccc2)CC1)c1cccc([N+](=O)[O-])c1 was read as Dynein cargo inh -0.57, M17LAP inhibition -1%, Yfh1-depleted yeast inactive, Lipid droplet -2, P. falciparum M1AAP 4%, Ins promoter up -0.51, Autophagy HCS inactive, MT stabilizer 1.6, Dynein cargo inh cytoplasmic EGFP -0.27, Dynein cargo inh nuclear GR-EGFP -0.32, Dynein cargo inh cell count 0.74, Ins promoter up cell count 1286, Lipid droplet cells 6.5 µM 650, MT stabilizer Hoechst-high % 1.3, MT stabilizer cytotoxicity % 3.4 and Autophagy HCS cell loss 18 h 11.
For CC(C)(C)c1cc(NC(=O)CSc2nnc(N)s2)n(-c2ccccc2)n1 the results were Dynein cargo inh 1.2, M17LAP inhibition 5%, ER stress rescue -2.4%, Yfh1-depleted yeast inactive, Lipid droplet -16, P. falciparum M1AAP 1%, Ins promoter up 0.4, Autophagy HCS inactive, MT stabilizer 3.3, Dynein cargo inh cytoplasmic EGFP -0.21, Dynein cargo inh nuclear GR-EGFP 0.99, Dynein cargo inh cell count -1.6, Ins promoter up cell count 1401, Lipid droplet cells 6.5 µM 681, MT stabilizer Hoechst-high % 3.1, MT stabilizer cytotoxicity % 8.3 and Autophagy HCS cell loss 18 h -10.
COc1cc(C(=O)O/N=C(\N)c2ccncc2)cc(OC)c1OC was read as Dynein cargo inh -0.28, M17LAP inhibition 4%, ER stress rescue 1.3%, Yfh1-depleted yeast inactive, P. falciparum M1AAP 7%, Ins promoter up -0.14, Autophagy HCS inactive, MT stabilizer 2.7, Dynein cargo inh cytoplasmic EGFP -0.2, Dynein cargo inh nuclear GR-EGFP 0.38, Dynein cargo inh cell count -0.12, Ins promoter up cell count 1409, MT stabilizer Hoechst-high % 1.4, MT stabilizer cytotoxicity % 9.0 and Autophagy HCS cell loss 18 h -27.
For Cc1cc(C)n(-c2ccc(C(=O)OCC(=O)NCc3ccc(F)cc3)cc2)n1 the results were Dynein cargo inh -0.46, M17LAP inhibition -2%, ER stress rescue -2.2%, Yfh1-depleted yeast inactive, Lipid droplet -6, P. falciparum M1AAP 0%, Autophagy HCS inactive, MT stabilizer 5.3, Dynein cargo inh cytoplasmic EGFP -0.23, Dynein cargo inh nuclear GR-EGFP -0.38, Dynein cargo inh cell count 0.14, Lipid droplet cells 6.5 µM 474, MT stabilizer Hoechst-high % 2.1, MT stabilizer cytotoxicity % 7.4 and Autophagy HCS cell loss 18 h -1.
O=C(Cc1c[nH]c2ccccc12)N1CCN(c2ccccc2)CC1 was read as Dynein cargo inh -1.2, M17LAP inhibition -2%, ER stress rescue -0.9%, Yfh1-depleted yeast inactive, Lipid droplet 18, P. falciparum M1AAP 7%, Ins promoter up -0.47, Autophagy HCS inactive, MT stabilizer 9.0, Dynein cargo inh cytoplasmic EGFP -0.28, Dynein cargo inh nuclear GR-EGFP -0.25, Dynein cargo inh cell count 0.14, Ins promoter up cell count 1307, Lipid droplet cells 6.5 µM 682, MT stabilizer Hoechst-high % 1.7, MT stabilizer cytotoxicity % 12 and Autophagy HCS cell loss 18 h -8.
O=C(Nc1nccs1)c1ccccn1 was read as Dynein cargo inh 0.47, M17LAP inhibition 7%, ER stress rescue -2.2%, Yfh1-depleted yeast inactive, Lipid droplet 8, P. falciparum M1AAP 17%, Ins promoter up -0.09, Autophagy HCS inactive, MT stabilizer 3.0, Dynein cargo inh cytoplasmic EGFP -0.05, Dynein cargo inh nuclear GR-EGFP 0.37, Dynein cargo inh cell count 0.49, Ins promoter up cell count 1314, Lipid droplet cells 6.5 µM 576, MT stabilizer Hoechst-high % 1.3, MT stabilizer cytotoxicity % 7.7 and Autophagy HCS cell loss 18 h 19.
For O=C(CSc1nc2ncccc2[nH]1)c1ccc2c(c1)OCO2 the results were Dynein cargo inh -0.72, M17LAP inhibition 4%, Yfh1-depleted yeast inactive, Lipid droplet 6, P. falciparum M1AAP -1%, Ins promoter up 0.11, Dynein cargo inh cytoplasmic EGFP -0.2, Dynein cargo inh nuclear GR-EGFP 0.028, Dynein cargo inh cell count 0.81, Ins promoter up cell count 936 and Lipid droplet cells 6.5 µM 733.
`O=C(OCc1ccc(Cl)c(Cl)c1)c1cnccn1` gave Dynein cargo inh 0.82, M17LAP inhibition 12%, ER stress rescue 0.4%, Yfh1-depleted yeast inactive, Lipid droplet 15, P. falciparum M1AAP -1%, Ins promoter up -0.29, Autophagy HCS inactive, MT stabilizer 2.1, Dynein cargo inh cytoplasmic EGFP 0.15, Dynein cargo inh nuclear GR-EGFP 0.89, Dynein cargo inh cell count -0.86, Ins promoter up cell count 953, Lipid droplet cells 6.5 µM 737, MT stabilizer Hoechst-high % 1.5, MT stabilizer cytotoxicity % 5.5 and Autophagy HCS cell loss 18 h 2.
For COc1ccc(-c2nc(SCc3ccccc3)n(S(C)(=O)=O)n2)cc1 the results were Dynein cargo inh -0.35, M17LAP inhibition -2%, ER stress rescue -1.1%, Yfh1-depleted yeast inactive, P. falciparum M1AAP -1%, Ins promoter up -0.11, Autophagy HCS inactive, MT stabilizer 2.7, Dynein cargo inh cytoplasmic EGFP -0.19, Dynein cargo inh nuclear GR-EGFP 0.66, Dynein cargo inh cell count 0.35, Ins promoter up cell count 1451, MT stabilizer Hoechst-high % 1.6, MT stabilizer cytotoxicity % 7.4 and Autophagy HCS cell loss 18 h 3.
Cn1ccnc1C1CCCCN1C(=O)c1cc(COc2ccc(F)cc2F)on1 (centres undefined) was read as Dynein cargo inh -0.8, M17LAP inhibition -11%, Yfh1-depleted yeast inactive, Lipid droplet -9, P. falciparum M1AAP 4%, Ins promoter up 0.18, Dynein cargo inh cytoplasmic EGFP -0.19, Dynein cargo inh nuclear GR-EGFP -0.45, Dynein cargo inh cell count 0.64, Ins promoter up cell count 1046 and Lipid droplet cells 6.5 µM 719.
O=C(c1ccccc1)N1CCN(C(=S)NCCc2ccccc2)CC1 was read as Dynein cargo inh -0.18, M17LAP inhibition -3%, ER stress rescue -3.1%, Yfh1-depleted yeast inactive, Lipid droplet 0, P. falciparum M1AAP 3%, Ins promoter up -1.3, Autophagy HCS inactive, MT stabilizer 1.2, Dynein cargo inh cytoplasmic EGFP 0.065, Dynein cargo inh nuclear GR-EGFP 0.63, Dynein cargo inh cell count -1.2, Ins promoter up cell count 1313, Lipid droplet cells 6.5 µM 673, MT stabilizer Hoechst-high % 1.5, MT stabilizer cytotoxicity % 3.0 and Autophagy HCS cell loss 18 h -3.
CSc1nnc(-c2sccc2OCc2ccc(C)cc2)n1C was read as Dynein cargo inh -1.1, M17LAP inhibition -1%, ER stress rescue -0.6%, Yfh1-depleted yeast inactive, P. falciparum M1AAP -8%, Ins promoter up 0.46, Autophagy HCS inactive, MT stabilizer 11, Dynein cargo inh cytoplasmic EGFP 0.22, Dynein cargo inh nuclear GR-EGFP 0.17, Dynein cargo inh cell count 0.74, Ins promoter up cell count 1320, MT stabilizer Hoechst-high % 7.5, MT stabilizer cytotoxicity % 14 and Autophagy HCS cell loss 18 h 2.
